Screening data deposited in PubChem by National Center for Advancing Translational Sciences (NCATS).
Pf Dd2 inh = blocks in vitro growth of P. falciparum Dd2; P. falciparum Dd2 growth, SYBR Green, 72 h; AID 1347417; 4.3% of 120,000 active; Potency, µM (doses to about 28.9 µM), without a hit: top-dose activity, negative = inhibition, actives largely listed as inhibitors; active = well fitted inhibition curve with a large enough effect; inconclusive = small, poorly fitted or top-dose-only effect; inactive = no such curve, though single readings can be large or run the other way;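 also: plate controls were DMSO vehicle for no effect and reference drug for full effect; nearly all actives have a fitted effect of over 65% in size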
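Infected erythrocytes (Dd2, 0.3% parasitemia, 2.5% hematocrit final) are added to compound in RPMI-1640/Albumax II medium, grown 72 h at 37C in low oxygen, then lysed with saponin/Triton-X containing SYBR Green and read by fluorescence.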
* marks the source's active call; other numbers are inactive results; i = inactive; u = inconclusive; [ ] = another dose, or the depositor's remark. Potency is read from the fitted curve at half-maximal effect. The list is partial; count on the stated rates, not on these rows.

SMILES | Pf Dd2 inh
CCN(Cc1ccncc1)C(=O)c1ccc2c(c1)C(O)CCCCCN2C (stereo not drawn) | i
COc1ccc(CN2C[C@H](O)C[C@H]2c2nc(-c3ccncc3)no2)cc1 | -25.5%[44.1 µM]
CN1CCN(C(=O)C(=O)Nc2c3c(nn2-c2ccc(F)cc2)CSC3)CC1 | 7.3%
CCN(CC)CCCNC(=O)C(=O)Nc1ccc2nc3n(c(=O)c2c1)CCCCC3 | -22.2%
CCOC(=O)c1ccccc1NC1(c2ccc(OC)cc2)C(=O)c2ccccc2C1=O | 7.3%
CCOC(=O)CCNC(=O)N1CCCCCCNC(=O)[C@@H]2C[C@@H](c3nc(-c4cccnc4)no3)C[C@@H]21 | i
CC(C)CC(=O)N[C@H](C)c1onc(-c2ccc(F)cc2)c1C(=O)O | -9.7%[44.1 µM]
COC[C@@H]1CN(C(=O)COc2ccc(F)cc2)C[C@H]1c1nc(C)no1 | 6.0%
O=S(=O)(C1CC1)N1CCn2c(nnc2C2CCCN2)C1 (stereo not drawn) | 10.7%
O=C(CN1C(=O)NC2(CCOCC2)C1=O)Nc1cccc(F)c1 | 87.0%[activator]
Cc1ocnc1C(=O)NC1CC(=O)N(CCc2ccc(F)cc2)C1 (stereo not drawn) | -4.7%
N#C/C(=C\c1c(Oc2ccc(Br)cc2)nc2ccccn2c1=O)c1nc2ccccc2s1 | 6.5%
Cc1ccc(CC(=O)N2C[C@@H](CN3CCCCCC3)[C@@H](CO)C2)cc1 | -21.8%
COCCNC(=O)[C@@H]1C[C@H](Oc2ccccc2)CN1C(=O)CC(C)C | 14.3%
Cc1cc(C)cc(NC(=O)CSc2nnc(-c3cc4occc4n3C)n2-c2ccccc2C)c1 | 0.0%
CCCC(CCC)C(=O)Nc1cccc(-c2nc3cccnc3s2)c1C | -15.2%
CC(C)N1CCC2(CC1)CN(C(=O)Cc1ccsc1)Cc1ccccc1O2 | u
Cn1ccnc1CNC[C@H]1Cn2c(-c3ccccc3)cnc2CO1 | u
CC(C)CN1C(=O)CO[C@H](c2ccc(NC(=O)C3CC3)cc2)[C@H]1CO | 18.8%[44.1 µM]
OCC1(CN2CCCC2)CCN(Cc2c(Cl)cccc2Cl)CC1 | u
O=C1CCN(C(=O)[C@@H](Cc2ccccc2)NS(=O)(=O)c2ccc3c(c2)CCC3)CCOCCN1 | -21.2%
Cc1cc(F)ccc1NC(=O)C1CCN(c2cc(C(F)(F)F)ncn2)CC1 | -3.7%
COCc1cc(=O)n(CC(=O)Nc2cc(C)cc(C)c2)c(N2CCOCC2)n1 | i
CCOC(=O)C1(Cc2ccc(F)cc2F)CCCN(S(=O)(=O)c2c(C)noc2C)C1 (stereo not drawn) | u
Nc1ccc2c(N3CCCCC3)ncnc2c1 | -14.1%
Cc1c(-c2ccccc2F)[nH]c2ccc(CNC(=O)C3C=CCN3)cc12 (stereo not drawn) | u
CCOC(=O)c1c(S(=O)(=O)N2CCCC(C(=O)NCc3cccc(C)c3)C2)c(C)n(C)c1C (stereo not drawn) | 57.9%[activator]
COCc1ccc2c(c1)c(OC(C)(C)C(=O)NCC[S+](C)(=O)[O-])nn2Cc1ccccc1 | 17.4%
COCCn1cc(CN(C)CCc2c(C)noc2C)ccc1=O | 11.6%
COc1ccc(-c2nc(C)nc3c2CN(C(=O)c2ccc(F)cc2)CC3)cc1 | i
CCCN(CC1CCOC1)S(=O)(=O)c1ccc(C)c(F)c1 (stereo not drawn) | 2.6%[5.79 µM]
Cc1cccc(Cn2c(COc3ccccc3)nc3ccccc32)c1 | i
Cc1ccccc1[C@H]1C[C@@H](O)[C@@H](O)[C@@H]1NC(=O)c1cncnc1 | 2.4%[44.1 µM]
CCOC(=O)c1c(C)oc2nc(C)nc(Nc3cc(C)cc(C)c3)c12 | -10.0%
Cc1ccc(C)c2sc(N3CCN(C(=O)C(C)(C)C)CC3)nc12 | -11.6%
Cc1ccc(C(=O)N(CC(C)C)CC2CN(C(=O)Nc3cccc(Cl)c3)CCO2)cc1 (stereo not drawn) | -26.0%
CC(C)CCN1C[C@@H]2C[C@H]1C(=O)N(Cc1cccnc1)c1ccccc1O2 | u
Cc1cnc(CCNC(=O)NC(C)(C)C)n1Cc1ccccc1 | 3.98µM*
O=C(c1cn(C2CCCCC2)nn1)N1CCSCC1 | 0.4%
CN(C)c1nccnc1OC1CCN(C(=O)NCCc2ccccc2)C1 (stereo not drawn) | u
COc1ccc(OCc2nc(C)c(CCO)c(=O)n2CC(=O)Nc2cccc(OC)c2)cc1 | -22.0%
COc1ccccc1CNC(=O)C1CCCN(c2nnc(C)c3c(C)n(-c4ccccc4)nc23)C1 (stereo not drawn) | u
CCCC(=O)N1CCC(N2C(=O)C(O)C23CCCCC3)CC1 (stereo not drawn) | 0.4%
CCOc1ccc(NC(=O)Cn2c(=O)cc(C)c3c(C)nn(-c4cccc(Cl)c4C)c32)cc1 | 16.7%
CCc1ccccc1NC(=O)C1CCCN(S(=O)(=O)c2ccc3[nH]c(=O)ccc3c2)C1 (stereo not drawn) | -11.3%
CC1=NS(=O)(=O)N(C)C=C1C(=O)OCc1nc(-c2ccc(OC(F)(F)F)cc2)no1 | i
O=C(O)c1ccc(-c2cc(C(F)(F)F)ccc2Cl)cc1 | 4.6%[44.1 µM]
Cc1c(CC(=O)NC2CCOCC2)c2c(n1Cc1ccccc1F)CCCC2=O | u
c1ccc(-c2cnc(Nc3ccncc3)c3c2CCO3)cc1 | u
COc1ccc(S(=O)(=O)N(C)Cc2nc(-c3cccc(C)c3)no2)cc1 | 39.4%[activator]
COc1ccc(C(=O)N[C@@H]2CCC[C@@H]2C(=O)NCc2cccc(OC)c2)cc1 | -6.8%
CN(C)c1ccc(CN2C[C@@H](CN3CCCCC3)[C@@H](CO)C2)cn1 | -17.7%
CCOC(=O)C1(Cc2ccccc2F)CCCN(C(=O)c2cnn(CC)c2)C1 (stereo not drawn) | 3.3%
CCOC(=O)Cn1c(=O)cc(-c2ccccc2)c2c(C)nn(C)c21 | 15.2%
CN(C)c1ccc(C(=O)NC2CCN(c3cc(-c4cccs4)[nH]n3)CC2)cc1 | 11.4%
O=C(Nc1ccc(F)cc1)N1CCC(N2CC3CC(C2)[C@H]2CCCC(=O)N2C3)CC1 (stereo partly drawn) | -6.5%
O=C([C@@H]1C[C@@H](O)[C@H](O)[C@@H]2NC(=S)N(c3ccc(F)cc3)[C@@H]21)N1CCCCC1 | -18.9%[44.1 µM]
CC1CCC2(CC1)NC(=O)N(CC(=O)Nc1ccc(Cl)cc1)C2=O (stereo not drawn) | u
COCCNC(=O)N1CCCC(c2noc(COC)n2)C1 (stereo not drawn) | 25.1%
CCOc1ccc(C2c3[nH]c4ccccc4c3CCN2C(=O)CSCc2ccc(F)cc2)cc1 (stereo not drawn) | 11.2µM*

Next compounds:
SMILES | Pf Dd2 inh
CCc1cccc(NC(=O)[C@@H]2COCC(=O)N2Cc2ccc(OC)cc2OC)c1 | u
O=C1NCc2ccccc2CC12CCN(Cc1ccncc1)CC2 | 16.1%
COc1ccccc1CNC(=O)CCc1c(C)nc2cc(-c3ccccc3OC)nn2c1C | u
Cc1ccc(N2C(=O)C(CC(=O)Nc3ccc(F)cc3)N(CCC3=CCCCC3)C2=O)cc1 (stereo not drawn) | -13.7%
CN(C)C(=O)C1CN(C(=O)CCC(=O)c2ccc(F)cc2)CC12CCOCC2 (stereo not drawn) | i
COc1ccccc1CNC(=O)Cn1c(-c2ccc(F)cc2)cc(C(C)=O)c1C | 61.3%[activator]
Cc1ccc(OCc2occc2C(=O)N2CCC3(CC2)CNC(=O)C3)cc1 | 7.0%
CN(C)c1ccc(C(=O)NCc2nnc3cc(-c4nc(C5CC5)no4)ccn23)cc1 | u
O=C(O)C[C@@H]1CCN(S(=O)(=O)c2ccc(Cl)cc2)C[C@@H]1CC1=NCCc2cc(F)ccc21 | i
COc1ccc(C(=O)N2CCC3(CC2)N(C)C(=O)CS3(=O)=O)cc1F | 8.4%
O=C(Nc1cccc(-c2ccc(N3CCOCC3)nn2)c1)Nc1cc(F)ccc1F | u
Cn1nc(C2CCCN(C(=O)NCc3ccccc3)C2)n(Cc2ccccc2)c1=O (stereo not drawn) | -16.2%
COc1ccc(CN2C(=O)[C@@H]3C[C@@H](O)CN3C3(CN(Cc4ccncc4)C3)C2=O)cc1 | 6.2%[44.1 µM]

A second format for part of the listing above.
smiles,Pf Dd2 inh
CCOC(=O)C1(Cc2ccccc2F)CCCN(C(=O)c2cnn(CC)c2)C1 (stereo not drawn),3.3%
CCOC(=O)Cn1c(=O)cc(-c2ccccc2)c2c(C)nn(C)c21,15.2%
CN(C)c1ccc(C(=O)NC2CCN(c3cc(-c4cccs4)[nH]n3)CC2)cc1,11.4%
O=C(Nc1ccc(F)cc1)N1CCC(N2CC3CC(C2)[C@H]2CCCC(=O)N2C3)CC1 (stereo partly drawn),-6.5%
O=C([C@@H]1C[C@@H](O)[C@H](O)[C@@H]2NC(=S)N(c3ccc(F)cc3)[C@@H]21)N1CCCCC1,-18.9%[44.1 µM]
CC1CCC2(CC1)NC(=O)N(CC(=O)Nc1ccc(Cl)cc1)C2=O (stereo not drawn),u
COCCNC(=O)N1CCCC(c2noc(COC)n2)C1 (stereo not drawn),25.1%
CCOc1ccc(C2c3[nH]c4ccccc4c3CCN2C(=O)CSCc2ccc(F)cc2)cc1 (stereo not drawn),11.2µM*
CCc1cccc(NC(=O)[C@@H]2COCC(=O)N2Cc2ccc(OC)cc2OC)c1,u
O=C1NCc2ccccc2CC12CCN(Cc1ccncc1)CC2,16.1%
COc1ccccc1CNC(=O)CCc1c(C)nc2cc(-c3ccccc3OC)nn2c1C,u
Cc1ccc(N2C(=O)C(CC(=O)Nc3ccc(F)cc3)N(CCC3=CCCCC3)C2=O)cc1 (stereo not drawn),-13.7%
CN(C)C(=O)C1CN(C(=O)CCC(=O)c2ccc(F)cc2)CC12CCOCC2 (stereo not drawn),i
COc1ccccc1CNC(=O)Cn1c(-c2ccc(F)cc2)cc(C(C)=O)c1C,61.3%[activator]
Cc1ccc(OCc2occc2C(=O)N2CCC3(CC2)CNC(=O)C3)cc1,7.0%
CN(C)c1ccc(C(=O)NCc2nnc3cc(-c4nc(C5CC5)no4)ccn23)cc1,u
O=C(O)C[C@@H]1CCN(S(=O)(=O)c2ccc(Cl)cc2)C[C@@H]1CC1=NCCc2cc(F)ccc21,i
COc1ccc(C(=O)N2CCC3(CC2)N(C)C(=O)CS3(=O)=O)cc1F,8.4%
O=C(Nc1cccc(-c2ccc(N3CCOCC3)nn2)c1)Nc1cc(F)ccc1F,u
Cn1nc(C2CCCN(C(=O)NCc3ccccc3)C2)n(Cc2ccccc2)c1=O (stereo not drawn),-16.2%
COc1ccc(CN2C(=O)[C@@H]3C[C@@H](O)CN3C3(CN(Cc4ccncc4)C3)C2=O)cc1,6.2%[44.1 µM]

Shown as tab-separated lines: entries from further up.
Compound	Pf Dd2 inh
CN(C)c1ccc(C(=O)NCc2nnc3cc(-c4nc(C5CC5)no4)ccn23)cc1	u
CCc1cccc(NC(=O)[C@@H]2COCC(=O)N2Cc2ccc(OC)cc2OC)c1	u
